# Source: PubChem BioAssay (several laboratories)
# AddAB inh – less growth of phage-infected E. coli with AddAB; E. coli expressing H. pylori AddAB, absorbance growth; inhibition, % at 11.9 µM; AID 435030; 0.29% of 330,000 active; in the data active = inhibition above about 12%;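 note: 0% = vehicle wells of infected cells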
# Arr AP2 block – blocks beta-arrestin peptide binding to AP2 adaptin | 0.31% of 340,000 active | inhibition, % at 10 µM | AID 504490 | FITC-arrestin peptide / GST-AP2 beads, flow cytometry; AP2 beta2 appendage carries R879A mutation;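 active = inhibition above a set limit, near 3 SD of compounds lacking own fluorescence, cut at about 54% in these data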;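 note: plate controls were DMSO wells for no effect and 5 µM unlabelled arrestin peptide for full effect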
#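 test system = AP2 appendage R879A on GSH beads | buffer or medium = PBS plus Tween 20 (0.05%) and BSA (0.1%) | incubation = 12 min plus 1 h, RT | detection = bead flow cytometry, FITC channel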
# Pemphigus Ab inh – inhibitors of pemphigus antibody binding to human desmoglein-3; P32926; DSG3-coupled beads, scFv-anti-DSG3-GFP binding, flow cytometry; active compounds read low; binding (percent of control), % at 10 µM; 0.48% of 310,000 active;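 active = binding more than 3 SD below its plate's average and above zero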;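 note: hits lower antibody fragment binding to DSG3; some compounds called inactive have numbers as strong as hits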
# phage Ecoli inh – E. coli growth loss with phage present. growth absorbance. inhibition, % at 11.9 µM. 0.26% of 360,000 active. AID 651602; in the data active = inhibition above about 11%
# PKA-R1A activ – activates the PKA-R1A holoenzyme complex; P00514+P68181; PKA-R1A dissociation, Cy5-IP20 fluorescence polarization; scaled: DMSO 0%, 113 µM cGMP 100%; 0.083% of 340,000 active; activation, % at 11.4 µM;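 active = percent activation above the mean of all tested compounds plus 3 SD, cut at about 19% in these data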;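 note: higher means more PKAc released from R1A so a rise in polarization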
# E coli growth – bacterial growth inhibition, counter-screen for AddAB inhibitors; E. coli V3065 growth, OD600 absorbance, 18 h; inhibition, % at 11.9 µM; 0.27% of 330,000 active; AID 449728;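 active = inhibition above the campaign's mean inhibition across all tested compounds plus 3 SD, cut at about 9.9% in these data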;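 note: uninfected addAB+ strain grown without phage in ampicillin broth; 0% = DMSO wells and 100% = ciprofloxacin 0.95 µg/ml wells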
# PfHsp90 set2 – inhibits growth of yeast expressing Plasmodium falciparum Hsp90; S. cerevisiae expressing PfHsp90, BacTiter-Glo ATP, 48 h; yeast lacking PDR1 and PDR3 efflux regulators; 0.32% of 310,000 active; inhibition, % at 9.4 µM;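 active = every replicate shows inhibition above about 80%, whatever the replicate mean, limit read from the data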;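 note: 0% = DMSO neutral controls and 100% = 20 µM radicicol positive controls; yeast relying on Plasmodium falciparum Hsp90 in place of its own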
# Tat export inh – E. coli Tat transport inhibition; inhibition, % at 10 µM; 0.036% of 340,000 active; E. coli MC4100 TorA-mCherry Tat export, fluorescence; AID 488895;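 active = mean replicate inhibition at least 50% and at least half of replicates individually reaching 50%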;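 note: exported cargo escapes ClpAP degradation while cytoplasmic cargo is degraded and loses fluorescence; 0% = median of neutral control wells and 100% = median of NaSCN control wells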
# Mot1-301 SUMO – blocks SUMOylation pathway, rescuing yeast Mot1-301 growth; S. cerevisiae Mot1-301 growth rescue, ATP luminescence, 38.5C; percent above DMSO median, 100 means doubled; growth rescue, % at 18.8 µM; 1% of 320,000 active; AID 2716;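 active = every valid replicate shows activation above 250% relative to neutral control wells; inactive = the rest, any valid replicate at or below 250%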;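 note: OY570 slx delta 5 strain wells were the positive control but not used for scaling; some compounds called inactive have numbers as strong as hits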
# OPRM1-OPRD1 ag – agonists of human mu-delta opioid receptor heterodimerization | activation, % at 9.3 µM | AID 504326 | cells, OPRM1-OPRD1 heterodimerization, luminescence | 0.3% of 340,000 active; in the data active = activation above about 18%;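 note: 0% = vehicle-treated cells and 100% = reference agonist; values of inactives mirror those of a sister screen read the other way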
# Target sequence (P35372 whole entry, looked up): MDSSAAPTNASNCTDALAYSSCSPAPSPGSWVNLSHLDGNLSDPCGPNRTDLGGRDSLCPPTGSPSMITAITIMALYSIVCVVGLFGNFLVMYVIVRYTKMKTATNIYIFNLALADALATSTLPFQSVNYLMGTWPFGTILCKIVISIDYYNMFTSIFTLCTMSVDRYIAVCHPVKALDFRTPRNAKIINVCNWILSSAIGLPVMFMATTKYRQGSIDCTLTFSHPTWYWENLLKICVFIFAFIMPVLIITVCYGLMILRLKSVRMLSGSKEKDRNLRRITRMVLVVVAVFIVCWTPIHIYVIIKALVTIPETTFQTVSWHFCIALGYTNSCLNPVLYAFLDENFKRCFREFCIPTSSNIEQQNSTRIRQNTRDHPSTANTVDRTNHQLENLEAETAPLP
# Target sequence (P41143 whole entry, looked up): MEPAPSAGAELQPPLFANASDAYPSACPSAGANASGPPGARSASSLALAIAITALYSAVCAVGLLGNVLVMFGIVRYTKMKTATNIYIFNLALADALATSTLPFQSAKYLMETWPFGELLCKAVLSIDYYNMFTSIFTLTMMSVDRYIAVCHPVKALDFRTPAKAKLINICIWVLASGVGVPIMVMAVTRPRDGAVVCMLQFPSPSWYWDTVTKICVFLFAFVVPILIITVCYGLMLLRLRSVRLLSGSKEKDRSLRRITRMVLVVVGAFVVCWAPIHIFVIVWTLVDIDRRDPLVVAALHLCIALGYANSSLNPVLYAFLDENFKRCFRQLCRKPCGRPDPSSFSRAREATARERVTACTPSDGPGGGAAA
# OPRM1-OPRD1 inv – inverse agonists of human mu-delta opioid receptor heterodimerization. P35372+P41143. cell-based MOR-DOR heterodimer luminescence, inverse agonism. inhibition, % at 9.3 µM. 0.21% of 340,000 active; in the data active = inhibition above about 22%, passing the limit was not always enough;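 note: 0% = cells with DMSO and 100% = wells without cells with DMSO; values of inactives mirror those of a sister screen read the other way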
# Active calls of the source: *; . = not tested or not shown. Random draw from the library; about 2.8% have a hit in one of these screens.
SMILES,AddAB inh,Arr AP2 block,Pemphigus Ab inh,phage Ecoli inh,PKA-R1A activ,E coli growth,PfHsp90 set2,Tat export inh,Mot1-301 SUMO,OPRM1-OPRD1 ag,OPRM1-OPRD1 inv
CCNc1nc(N)nc(Oc2ccc(OCC)nn2)n1,0.6,0,101,-0.7,0,-0.1,-9,-6,5,-1.8,10
COc1ccc(NC(=O)C2CCN(C(=O)c3ccccc3)CC2)cc1OC,-2.1,35,104,2.0,-6,-0.9,0,-9,-5,-0.9,5
N#Cc1c(Nc2ccc(F)cc2)sc(C(=O)c2ccc(F)cc2)c1N,0.1,5,102,2.2,-1,-1.2,-9,-7,-13,1.0,-6
CC(=O)c1cccc(-n2c(CCC(=O)O)ccc2-c2ccccc2)c1,0.2,-4,93,-0.1,-2,0.2,-20,-2,-8,-2.5,11
O=C(NC(=S)Nc1ccccc1N1CCCCC1)c1ccc(F)cc1Cl,2.0,27,.,2.2,-9,0.8,-13,4,-10,3.1,-16
C[C@@H]1CN([C@@H](C)CO)C(=O)c2cc(NC(=O)Nc3ccc4c(c3)OCO4)ccc2O[C@H]1CN(C)S(=O)(=O)c1ccc(F)cc1,0.9,6,102,0.8,4,0.3,-4,0,7,-0.2,1
COc1cnc(SCCC(F)=C(F)F)[nH]c1=O,0.0,-12,101,3.3,-2,-1.3,-19,5,0,-0.3,2
O=C1C=C(c2cccc(OCc3ccccc3)c2)C[C@@H](c2ccc3c(c2)OCO3)C1,2.4,-12,101,2.5,-19,-0.3,-12,4,8,0.1,-1
Cc1cccc2c(N=O)c(O)n(CCc3ccccc3)c12,2.7,-6,.,5.0,-5,-3.0,-3,7,-3,7.7,-40
O=C1Nc2cc(C(=O)N3CCOCC3)ccc2S/C1=C\c1ccccc1,0.7,38,129,1.3,4,-0.4,2,-5,-30,-2.2,11
CCc1cccc(OCC(=O)Nc2ccc(C)c(S(=O)(=O)N3CCCCCC3)c2)c1,-1.1,-5,102,3.1,-10,-1.1,-12,25,15,2.0,-10
COc1cc(OC)c(N(C)S(=O)(=O)c2cccc(C(=O)NC3=NCCS3)c2)cc1Cl,0.3,-12,92,-2.9,-4,-0.5,-18,3,151,-1.2,6
C=CC[C@@H](CC(=O)N[C@@H](CO)Cc1ccccc1)C(=O)NCCOC(=O)[C@@H](CC=C)CC(=O)OC(C)(C)C,-1.6,5,106,-1.2,-7,0.2,0,9,5,-0.3,2
Cc1cc(Cl)ccc1OCCCC(=O)N/N=C/c1cccc([N+](=O)[O-])c1,5.5,-3,109,-0.6,4,-2.2,14,-12,73,21*,-110
CCCOC(=O)c1ccc(O)c(OC)c1,4.4,9,99,4.4,7,-0.1,-13,-2,398*,-2.7,14
COc1cc(C)nc(Oc2ccc(OCCOc3ccccc3)nn2)n1,-3.1,0,98,2.6,-4,-3.0,0,-3,132,-0.1,1
CC(=O)Oc1ccc(/C=C2/C(=O)N(c3ccccc3)N=C2C)cc1,0.8,-10,100,-1.8,8,-3.4,-13,-9,-9,-3.2,14
COC(=O)c1ccc(/C=N\NC(=O)CC(=O)NCCc2ccccc2)cc1,2.6,-7,97,3.0,-4,0.8,-23,0,-14,-1.1,8
COc1cc(/C=C/c2nc3ccccc3c(=O)[nH]2)cc(Cl)c1O,3.0,2,98,2.1,-4,-0.6,-70,16,30,4.0,-22
CC(C)c1ccc(NC2CCCN(C(=O)c3cnn(C(C)C)c3)C2)cc1 (centres undefined),0.5,40,108,2.4,-4,0.2,-1,1,156,-0.1,0
Cc1cccc(N2CCN(C(=O)c3ccccc3NC(=O)C3=CSCCO3)CC2C)c1 (centres undefined),2.9,1,.,0.2,-8,-0.3,4,5,-13,-0.9,4
Cc1nn(CC(=O)NC(C)C(C)C)c(C)c1S(=O)(=O)N1CCCCC1 (centres undefined),.,8,103,1.2,9,.,.,12,.,3.4,-22
COc1ccc(Cn2c(C)c(C)c(C#N)c2NC(=O)Nc2cccc(C)c2)cc1,0.3,5,104,2.8,3,-1.1,-17,-14,19,0.0,0
Cc1ccccc1OCC(=O)NN1CCN(C)CC1,5.1,4,96,2.5,2,0.5,11,-10,-12,-2.5,13
COCCN(CC(=O)Nc1cccc(C)c1C)C(=O)c1cc(-c2cccs2)nn1-c1ccccc1,-0.4,31,.,0.5,5,-2.2,1,1,3,-2.5,10
Cc1ccccc1-n1c(-c2csc(C)c2C)n[nH]c1=S,2.4,-14,92,3.8,-2,4.4,-6,-1,-10,-2.5,14
C#CCN1C=CC(=O)[C@@H](O)[C@H]1c1ccccc1Br,.,35,104,1.2,3,.,.,4,.,-1.8,8
CC(=O)Nc1cc(NC(C)=O)c(CC(C)C)s1,0.6,7,91,3.5,-10,-0.3,-4,-2,-6,-2.0,12
Cc1cccc(N2CCN(c3ccc(C(N)=O)cc3[N+](=O)[O-])CC2)c1C,0.2,10,81,0.1,1,-0.9,-32,1,4,-0.4,2
c1ccc(-n2ncc3c(NCC4CCCO4)ncnc32)cc1 (centres undefined),-0.5,9,.,0.3,-2,0.4,1,-2,6,-1.3,6
CSCCC(NC(=O)C12CC3CC(CC(C3)C1)C2)C(=O)OCC(=O)c1ccc(C)cc1 (centres undefined),1.7,0,53*,4.0,-4,2.8,10,-1,5,-0.1,0
COc1ccc(/C=C/C(=O)OCC(=O)Nc2ccc(S(N)(=O)=O)cc2)cc1OC,5.4,-6,97,1.2,-10,2.6,8,-4,6,-2.8,15
COc1ccc(NC(=O)CCOc2ccccc2)cc1,4.8,9,109,1.5,7,-2.0,-13,4,13,-1.0,6
Cc1[nH]c2ccccc2c1/C=N/NC(=O)c1cc(-c2ccccc2)n[nH]1,5.6,-11,89,1.3,.,2.4,-21,1,-2,.,.
O=C(COc1ccccc1Cl)NCCNC(=O)c1cccnc1,0.7,-3,95,-0.8,-3,-3.0,6,1,-11,-3.0,19
Cc1cc(C)c(NC(=O)CS(=O)CC(=O)Nc2ccc(N3CCOCC3)cc2)c(C)c1 (centres undefined),0.2,24,97,-2.0,4,-1.1,15,1,4,-1.7,11
CCOC(=O)Nc1sc(C)nc1-c1ccccc1,3.0,-8,96,2.5,6,2.0,0,4,4,-2.0,11
COc1ccc(NC(=O)NC2CCCc3ccccc32)cc1OC (centres undefined),0.2,-2,125,1.8,2,0.8,11,-10,-17,3.3,-13
Cc1ccc(Nc2cc(C)nc(-c3ccccc3)n2)cc1,-1.6,42,96,2.8,-9,0.0,32,9,-16,3.7,-17
CCN(Cc1ccccc1)S(=O)(=O)c1ccc(S(=O)(=O)N2CCN(CCC#N)CC2)cc1,4.6,-5,114,0.3,-5,1.7,5,2,65,-2.3,12
CCOC(=O)C1CCN(CC(O)COC(CC)c2ccccc2)CC1 (centres undefined),0.9,-3,.,2.1,6,-1.4,-14,0,308*,-1.2,6
O=C(OC1CSc2nc3ccccc3n2C1)c1ccco1 (centres undefined),1.1,4,95,1.0,3,0.4,.,2,-8,-0.5,3
Cc1ccc(-c2n[nH]c(=O)c3ccccc23)cc1S(=O)(=O)NCCN1CCOCC1,0.8,5,87,1.1,1,-3.2,11,-10,4,-0.5,3
COc1ccc(CNC(=O)COC(=O)CCc2c[nH]c3ccccc23)cc1,1.6,-11,103,4.4,8,-2.5,1,12,-6,-0.8,4
COc1ccc(S(=O)(=O)c2c(O)c3ccc(C(=O)Nc4ccccc4F)cc3[nH]c2=O)cc1,4.5,10,109,0.3,2,2.2,4,8,4,-2.0,10
COc1ccccc1NC(=O)Nc1ccc2c(c1)OCCO2,0.4,14,.,0.3,4,0.3,.,-6,6,-0.3,2
Cc1n[nH]c(=O)c2c(NC(=O)CSc3cc(Cl)ccc3Cl)oc(C)c12,2.2,-6,.,2.6,4,1.6,13,-3,7,-2.3,9
CC(C)C[C@H](NC(=O)[C@@H]1Cc2c([nH]c3ccccc23)C2c3ccccc3C(=O)N21)C(=O)N1CCC[C@@H]1C(=O)O (some centres undefined),2.4,0,101,1.6,10,0.3,2,-8,-5,-1.3,7
O=c1nc(SCc2ccc(Cl)cc2)nc(-c2ccccc2)[nH]1,3.9,7,101,0.1,-8,0.2,18,-2,-1,-2.4,12
Cc1nnc(NC(=O)CC(NC(=O)C(F)(F)F)c2ccccc2)s1 (centres undefined),4.4,-4,109,0.9,3,1.6,6,-7,-4,2.6,-19
COCCN(C(=O)CCC(=O)Nc1ccccn1)C(C(=O)NCCC(C)C)c1ccc(F)cc1 (centres undefined),4.7,-1,.,-0.3,8,2.5,-26,-3,-21,-0.8,6
CCCCOC(=O)Nc1sc2c(c1C(=O)OC)CCC2,0.1,6,107,0.1,-7,0.6,13,8,-2,2.5,-16
CC(/C=N/NC(=O)c1ccccc1F)=C\c1ccccc1,1.9,-10,.,3.0,-10,2.6,3,-10,-29,-3.3,17
Cc1nn(C)c(N)c1-c1ccccc1,3.7,-8,118,-0.2,6,1.7,.,2,-8,-1.7,8
CC(=O)Nc1ccccc1-c1nc2cc(C#N)c(C#N)cc2[nH]c1=O,-1.1,0,113,3.1,-7,-1.3,-7,2,-4,-3.5,16
CCOC(=O)N1C(=O)NC(=O)C1c1ccc(OC)cc1 (centres undefined),.,16,.,-0.1,5,.,-6,1,.,-1.7,8
Cc1ccc(C(=O)CSc2nnc(C3CC3)n2C2CC2)s1,1.3,2,109,0.1,-3,-0.2,-9,10,7,-2.6,11
CCNC(=S)N(CCc1c(C)[nH]c2ccc(C)cc12)Cc1cc(OC)c(OC)c(OC)c1,-0.6,20,101,2.1,-4,0.2,3,0,8,-0.8,5
CCCCS(=O)(=O)N1CCCC(C(=O)Nc2ccc3c(c2)CCC3)C1 (centres undefined),3.0,-5,100,1.6,19*,-0.2,-2,3,24,-1.3,7
CN(CC(=O)Nc1ccc(Cl)cc1)C(=O)c1cccc(S(=O)(=O)N(C)C)c1,2.2,-1,98,1.3,-9,1.2,-4,-7,.,-1.2,8
Cc1cc(-n2c(C)cc(C(=O)COc3ccc(Cl)cc3C(N)=O)c2C)no1,3.7,-5,.,5.8,-14,0.0,23,5,-18,-2.0,8
OCCC1CN(Cc2nc3ccccc3s2)CCN1C1CCCC1 (centres undefined),1.5,-10,96,-0.1,3,-1.4,9,0,-1,-0.8,4
